N370S GC mod – N370S glucocerebrosidase modulation, Gaucher chaperone candidate | P04062 | Potency, µM (highest dose often 59.4 µM), without a hit: top-dose activity change, negative = inhibition, usual class: inhibitors | actives 0.092% (n = 330,000) | N370S GC spleen homogenate, 4MU-glucoside fluorescence | AID 2101;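 further: 0% = full enzyme activity and -100% = no enzyme basal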
FEN1 inhibitor – blocks human flap endonuclease 1. P39748. Recombinant FEN1 flap cleavage, fluorescence, 15 min. actives 0.35% (n = 390,000). Potency, µM (highest dose often 114 µM), for inactives: at the top dose activity change, negative = inhibition, most hits filed as inhibitors; further: nearly all actives have a fitted effect of over 65% in size
Target sequence (P39748 whole entry, looked up): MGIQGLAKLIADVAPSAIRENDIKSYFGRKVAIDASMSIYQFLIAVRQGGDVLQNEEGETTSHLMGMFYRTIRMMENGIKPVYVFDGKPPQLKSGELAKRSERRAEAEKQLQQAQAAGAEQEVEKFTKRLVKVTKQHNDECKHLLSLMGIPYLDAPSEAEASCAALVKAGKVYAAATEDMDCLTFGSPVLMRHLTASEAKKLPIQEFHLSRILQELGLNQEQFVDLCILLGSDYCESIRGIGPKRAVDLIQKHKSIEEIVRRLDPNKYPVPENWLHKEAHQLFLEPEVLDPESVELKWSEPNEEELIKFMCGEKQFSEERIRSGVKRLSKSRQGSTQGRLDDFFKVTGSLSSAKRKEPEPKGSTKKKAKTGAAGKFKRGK
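Concentration–response screening of FEN1 (10 nM): 15 min compound preincubation at room temperature, reaction started with 50 nM substrate and read at 0 and 15 min. Corrected, normalized data were fitted by a four-parameter Hill equation.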
TDP1 inh – TDP1 (human) enzyme inhibition; Potency, µM (series often up to 130 µM), inactives show top-dose activity change, negative = inhibition, usual class: inhibitors; Q9NUW8; actives 0.28% (n = 350,000); AID 485290; recombinant TDP1, AlphaScreen DNA substrate cleavage; further: nearly all actives have a fitted effect of over 40% in size
Target sequence (Q9NUW8 whole entry, looked up): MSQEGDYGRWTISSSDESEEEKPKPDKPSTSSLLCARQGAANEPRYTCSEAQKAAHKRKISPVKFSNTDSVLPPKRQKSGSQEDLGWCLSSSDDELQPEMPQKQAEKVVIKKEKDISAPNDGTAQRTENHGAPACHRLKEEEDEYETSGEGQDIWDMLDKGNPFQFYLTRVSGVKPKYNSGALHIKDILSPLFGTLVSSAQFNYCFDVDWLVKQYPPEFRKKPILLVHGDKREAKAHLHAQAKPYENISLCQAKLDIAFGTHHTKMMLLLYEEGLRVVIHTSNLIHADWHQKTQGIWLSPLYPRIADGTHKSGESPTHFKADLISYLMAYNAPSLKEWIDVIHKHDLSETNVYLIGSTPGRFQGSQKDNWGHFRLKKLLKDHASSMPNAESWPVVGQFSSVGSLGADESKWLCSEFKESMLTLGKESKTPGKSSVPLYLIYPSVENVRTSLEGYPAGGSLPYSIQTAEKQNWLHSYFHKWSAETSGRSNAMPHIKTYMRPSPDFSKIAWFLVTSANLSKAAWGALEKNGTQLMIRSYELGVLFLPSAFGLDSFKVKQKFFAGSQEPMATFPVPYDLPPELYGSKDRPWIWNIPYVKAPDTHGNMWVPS
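Here, a 5' biotin and 3' phosphotyrosine-FITC DNA oligonucleotide reports Tdp1 activity: intact substrate bridges AlphaScreen beads, while cleavage leaves a 3' phosphate and drops signal. All incubations at room temperature.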
Active calls of the source: *; u = inconclusive; x = no result given; [ ] = dose if it differs, or a comment. The call rests on the fitted dose curve; in most records, active means well fitted curve in the direction sought with a large enough effect; inconclusive means small, poorly fitted or top-dose-only effect, or another doubt; inactive means no such curve, though single readings can be large; an effect the other way counts as inactive or inconclusive. Unless noted, on the % scale 0 is the no-effect control and ±100 the full control effect; potency means the concentration at half of the fitted maximal effect.

SMILES	N370S GC mod	FEN1 inhibitor	TDP1 inh
Cc1ccnc(SCCn2c(N3CC(C)CC(C)C3)nc3c2c(=O)n(C)c(=O)n3C)n1 (stereo not given)	-6%	4%	0%
COc1cc(CNc2nc3ccccc3n2C)cc(OC)c1OC	-4%	11%	-5%
O=C(COc1ccc(C(=S)N2CCOCC2)cc1Cl)Nc1ccccc1Cl	-5%	6%	0%
c1ccc2c(c1)oc1c(NCC3CCCO3)ncnc12 (stereo not given)	2%	-2%	5%
CC(NC(=O)c1cc(S(=O)(=O)N(C)C)ccc1N1CCCC1)C1CC2CCC1C2 (stereo not given)	5%	1%	-1%
C=CCn1c(SCC(N)=O)nc2ccccc2c1=O	x	15%	-9%
C[C@H](CO)N1C[C@H](C)[C@@H](CN(C)S(C)(=O)=O)Oc2ccc(NC(=O)Cn3cnnn3)cc2C1=O	x	2%	0%
S=c1nc(NCc2cccc(Cl)c2)c2ccccc2[nH]1	-5%	12%	x
O=C(N/N=C/c1cccnc1)c1ccc(NC(=O)c2ccc(F)cc2)cc1	-11%	-1%	-5%
Cc1ccc(NC2CCCN(C(=O)c3ccccc3N3CCOCC3)C2)cc1C (stereo not given)	-12%	-1%	6%
NC(=O)COC(=O)c1ccc(-c2ccc(O)cc2)cc1	-21%	-13%	3%
Cn1ncc(Cl)c1C(=O)N1CCN(C(=O)c2ccco2)CC1	-11%	3%	-4%
Cc1ccc(SCC2=NNC(=O)C2)cc1	7%	10%	6%
Cc1sc(NC(=O)C2C3CCC(O3)C2C(=O)O)c(C(=O)OC(C)C)c1-c1ccc(Cl)cc1 (stereo not given)	-16%	4%	-4%
Cc1ccccc1Nc1nnc(SCC(=O)NC(=O)Nc2ccc3c(c2)OCCO3)s1	2%	x	2%
CC(C)(C)n1nnnc1C(c1ccc(F)cc1)N1CCN(Cc2ccc3c(c2)OCO3)CC1 (stereo not given)	0%	7%	2%
O=C(CN1C(=O)NC2(CCCC2)C1=O)OCc1ccccc1F	x	0%	1%
CC(=O)Oc1ccc(C(=O)Nc2ccccc2NC(=O)c2ccc(OC(C)=O)cc2)cc1	-24%	10%	x
Cc1ccc(S(=O)(=O)N(C)c2ccc(OCC(=O)N3CCCCC3)cc2)cc1	-2%	-12%	2%
O=c1cc(-c2ccc(O)cc2O)oc2ccccc12	-6%	x	12%[56.1 µM]
Cc1nc2ccccc2n1CC(O)Cn1c(C(F)(F)F)nc2ccccc21 (stereo not given)	6%	-1%	2%
Cn1c(CC(=O)NNC(=O)c2cccnc2)nc2ccccc21	x	10%	-1%[56.1 µM]
COc1cccc(C2CN(c3ccc(F)cc3F)N=C2c2cccs2)c1OC (stereo not given)	u	-7%	u
O=C(O)c1cccc(S(=O)(=O)Nc2ccccc2C(=O)NCCc2ccccc2)c1	-3%	1%	0%
O=C(CSc1nc(-c2cccs2)cc(C(F)(F)F)n1)NCCCN1CCOCC1	8%	-4%	5%
Cc1ccc(C2CCN(C(=O)Nc3ccc(Cl)cc3)C2)cc1 (stereo not given)	x	-3%	1%
O=C(CSCc1nc2cccnc2n1C1CCCCC1)NCc1cccc(Br)c1	x	-20%	2%
COC(=O)CC1C(C)(C)C(OC(C)=O)[C@@]2(O)C=C3C4CC(=O)OC(c5ccoc5)[C@]4(C)CCC3[C@@]1(C)C2=O (stereo not given in full)	5%	x	9%[56.1 µM]
COc1ccc(NC(=O)Nc2cccs2)cn1	-1%	12%	x
O=C(O)CSc1nc(SCc2ccccc2Cl)nc2c1CCCC2	13%	-15%	3%
CN(Cc1ccccc1)C(=O)c1ccc(NC(=O)C2CCN(C(=O)OC(C)(C)C)CC2)cc1	x	-13%	2%
Cc1ccccc1OCC(=O)N(Cc1nnc(-c2ccc(Cl)cc2)o1)C(C)C	x	4%	-5%
O=C(CN1CCCC1)Nc1ccccc1Sc1ccc(Cl)cc1	-16%	-10%	8%
CCOC(=O)C1=C(C)OC(N)=C(C#N)C1c1cc2c(cc1Br)OCO2 (stereo not given)	9%	-14%	5%
CCC1Oc2ccccc2N(CC(=O)NCc2cccs2)C1=O (stereo not given)	12%	0%	5%
COc1cc(NC2c3ccccc3C(=O)N2Cc2ccccc2Cl)cc(OC)c1OC (stereo not given)	15%	0%	1%
CC(=O)Nc1sc2c(c1CN1CCN(c3ccccn3)CC1)CCCC2	-17%	-9%	7%
O=C(COc1ccc2c(-c3ccccc3)cc(=O)oc2c1)NCC1CCC(C(=O)O)CC1 (stereo not given)	-4%	15%	x
Cc1nn(Cc2c(F)c(F)c(F)c(F)c2F)c(C)c1NC(=O)c1ccc(COc2cc(Cl)ccc2Cl)cc1	3%	1%	1%
CCCC1=C/C(=C/c2ccc(-c3ccccc3OC)o2)C(=O)O1	-5%	7%	-3%
O=C(Cc1n[nH]c(=O)c2ccccc12)NCc1ccc(Cl)cc1	-1%	-10%	6%
COc1ccc(NC(=O)Cn2nnc(-c3ccccc3NS(=O)(=O)c3ccccc3)n2)cc1	6%	6%	-2%
Cc1ccc(NC(=O)C2CCN(S(C)(=O)=O)CC2)c(C)c1	2%	-4%	2%
CCN1CCN(CC(O)COCc2ccccc2)CC1 (stereo not given)	-25%	-9%	-4%
O=C1N(C2CCCC2)C[C@@H]2C[C@@H](c3cccn3-c3ccccn3)N3CCC[C@@]123	4%	12%	x
O=C(O)c1ccccc1C(=O)c1ccc(Br)s1	5%	-6%	-10%
c1ccc(C2=NNC(=NC3CC3)SC2)cc1	2%	-2%	0%
[O-]/[N+](=C/c1ccc(F)cc1)c1ccc(Cl)cc1	-20%	-2%	7%
O=C(NCCN1C(=O)S/C(=C\c2cccnc2)C1=O)C1=NN(c2ccccc2)C(=O)CC1	-3%	-2%	0%
CCN1CCN(S(=O)(=O)c2ccc(Cl)c(C(=O)NCc3ccco3)c2)CC1	-2%	0%	0%
CSc1ccc(CNc2ncc(-c3ccccc3)n2C)cc1	x	-2%	5%
CCCCc1c(C)nc(N)[nH]c1=O	8%	10%	-2%
CCN(CC)C(=O)/C(=C/c1ccc2c(c1)OCO2)NC(=O)c1ccc(Br)cc1	0%	-2%	5%
CC(Oc1ccc(C(=O)c2ccc(F)cc2)cc1)C(=O)N1CCOCC1 (stereo not given)	-8%	1%	-1%
Cc1cccc(N2CSC3=C(C#N)C(c4ccc(C)o4)CC(=O)N3C2)c1 (stereo not given)	-1%	x	u
CCOC(=O)C(=NCCOC)NNc1cc(Cl)ccc1Cl	24%	6%	0%
COc1ccc([N+](=O)[O-])cc1Nc1c2ccccc2nc2ccccc12	-19%	13%	-3%
CCOC(=O)c1cccc(NC(=O)C2CCN(S(=O)(=O)c3cnc[nH]3)CC2)c1	-3%	0%	-4%
Cc1ccc(S(=O)(=O)CC(O)COc2ccc(F)cc2Cl)c(C)c1 (stereo not given)	8%	-8%	3%
O=C(N/N=C/c1cccc(F)c1)c1cc(-c2ccco2)nc2ccccc12	9%	u	x

(next part)
SMILES	N370S GC mod	FEN1 inhibitor	TDP1 inh
CCOc1cc(CNCc2cc(OC)cc(OC)c2)ccc1OC	-13%	11%	x
O=C1c2cc(O)c(O)cc2S(=O)(=O)C1c1ccccc1 (stereo not given)	-6%	10%	-10%
CCC(C)NC(=O)CNC(=S)N(CCCN1CCOCC1)Cc1cccs1 (stereo not given)	u	1%	4%
CCS(=O)(=O)c1ccc2oc(SCC(=O)NCCc3ccc(OC)cc3)nc2c1	-7%	5%	1%
O=C(Cn1nc(Cc2cccnc2)c2ccccc2c1=O)Nc1ccccc1F	0%	5%	x
N/C(CN1CCCCC1)=N\S(=O)(=O)c1cc(Cl)cc(Cl)c1	0%	-3%	6%
O=C(/C=C/c1ccc(F)cc1)NCCc1ccc2c(c1)OCCO2	-7%	3%	4%
COc1ccc(C2=NS(=O)(=O)N(C)C(C(=O)Nc3ccc(OC(F)(F)F)cc3)=C2)cc1	x	-24%	11%
O=C1/C(=C\c2ccccc2)SC(=S)N1CCC(=O)N1CCCCC1CCO (stereo not given)	-19%	-13%	8%
COC(=O)CSc1nc(-c2ccccc2)cc(-c2ccco2)c1C#N	8%	-18%	-6%
O=S(=O)(c1ccccc1)N1CCN(c2ccnc3cc(Cl)ccc23)CC1	4%	-7%	0%
CCOC(=O)c1cn2nc(N3CCCCC3)ccc2n1	0%	0%	x
CC(=O)c1ccc(NC(=S)N2CCC(O)CC2)cc1	-1%	0%	3%
Cc1ccc(NC(=O)CN2CCC3(O)CCCCC3C2c2ccc3c(c2)OCO3)c(C)c1 (stereo not given)	14%	u	0%
O=C(O)CNC(=O)c1ccc(Oc2c(F)c(F)c(Oc3ccc(C(=O)NCC(=O)O)cc3)c(F)c2F)cc1	-19%	u	6%
COc1cc(NC(=O)CSc2nnc(-c3cc(C)on3)o2)cc(OC)c1	-27%	-5%	7%
Cc1nn(-c2ccccc2C(=O)O)c(=O)c2ccccc12	-9%	12%	2%
O=c1cc(-c2ccccc2)nc2nc(COc3ccccc3)[nH]n12	-2%	-2%	0%
CCOc1ccc(NC(=O)c2nnn(CC(=O)Nc3ccccc3OC)c2N)cc1	-2%	2%	0%
O=C(O)c1ccc(C2CCCCC2)cn1	7%	-2%	11%
CCC(CC)C(=O)Nc1ccc2nc(SCC(=O)N3CCOCC3)sc2c1	x	-2%	5%
COC(=O)c1c(-c2cccc(C)c2)csc1NC(=O)C1CCCO1 (stereo not given)	3%	-5%	5%
O=C(Nc1ccc2oc(=O)ccc2c1)c1ccco1	4%	-11%	5%
Cc1ccccc1CCNC(=O)Cn1ccc2cc(S(=O)(=O)N3CCCC3)ccc21	15%	-22%	2%
O=C(Cn1nnc(-c2ccc(CN3CCOCC3)cc2)n1)N1CCCc2ccccc21	-12%	-17%	1%
Cc1c(OCC(=O)C(C)(C)C)ccc2c(-c3ccccc3)cc(=O)oc12	-4%	-1%	x
O=C(CCC(=O)N1CCN(c2ccc(F)cc2)CC1)c1ccccc1	-7%	-14%	1%
CCc1ccc(NC(=O)CSc2nc(N)c(NC(=O)c3ccc(F)c(F)c3)c(=O)[nH]2)cc1	-9%	1%	-2%
O=c1cc(N2CCN(Cc3ccccc3)CC2)[nH]c(=O)n1-c1cccc(C(F)(F)F)c1	-2%	-6%	-5%
Cc1ccc(NC(=S)N2CCC(c3ccc(C)cc3)C2)cc1 (stereo not given)	-1%	u	5%
CN1CCN(c2ccc(-c3ccnn3C(=O)Nc3ccccc3)cc2)CC1	-3%	0%	x
COC(=O)c1ccccc1NC(=O)CCc1c(C)nc2cc(-c3ccc(Cl)cc3)nn2c1C	x	6%	2%
Cc1nonc1-c1csc(N)n1	-9%	-2%	-1%
CCN(c1ccc(OC)cc1)c1ncnc2nc[nH]c12	2%	3%	8%
CCCc1cc(=O)[nH]c(N/N=C/C=C\c2ccccc2)n1	5%	-8%	3%
O=C(c1ccco1)N1N=C(c2cccs2)CC1c1cc([N+](=O)[O-])ccc1O (stereo not given)	3%	-3%	9%

A draw from above in order of SMILES length, high to low:
SMILES	N370S GC mod	FEN1 inhibitor	TDP1 inh
CC(=O)Oc1ccc(C(=O)Nc2ccccc2NC(=O)c2ccc(OC(C)=O)cc2)cc1	-24%	10%	x
O=C(c1ccco1)N1N=C(c2cccs2)CC1c1cc([N+](=O)[O-])ccc1O (stereo not given)	3%	-3%	9%
O=C(O)c1cccc(S(=O)(=O)Nc2ccccc2C(=O)NCCc2ccccc2)c1	-3%	1%	0%
Cc1c(OCC(=O)C(C)(C)C)ccc2c(-c3ccccc3)cc(=O)oc12	-4%	-1%	x
COc1cccc(C2CN(c3ccc(F)cc3F)N=C2c2cccs2)c1OC (stereo not given)	u	-7%	u
O=C(O)CSc1nc(SCc2ccccc2Cl)nc2c1CCCC2	13%	-15%	3%

Next part:
SMILES	N370S GC mod	FEN1 inhibitor	TDP1 inh
O=C(CCC1CCCCC1)NCc1cccs1	6%	6%	-5%
COCCNC(=O)CSc1nc(N)c(NC(=O)c2ccccc2F)c(=O)[nH]1	20%	-1%	1%
Cc1cc2n(n1)C(c1ccc3c(c1)OCO3)Nc1c(C)cccc1-2 (stereo not given)	u	-7%	-2%
Cc1ccc(-c2nc(CSCC(=O)NCCN3CCN(Cc4ccccc4)CC3)c(C)o2)cc1	u	1%	2%
Nc1c(-c2ccccc2)cnn1-c1cccc(C(F)(F)F)c1	12%	-9%	0%

Another view of 2 compounds above:
> Cc1nn(Cc2c(F)c(F)c(F)c(F)c2F)c(C)c1NC(=O)c1ccc(COc2cc(Cl)ccc2Cl)cc1
  N370S GC mod: 3%
  FEN1 inhibitor: 1%
  TDP1 inh: 1%

> CCCC1=C/C(=C/c2ccc(-c3ccccc3OC)o2)C(=O)O1
  N370S GC mod: -5%
  FEN1 inhibitor: 7%
  TDP1 inh: -3%
